IDE inh: inhibits human insulin-degrading enzyme in HEK cells | P14735 | FAbetaB cleavage, fluorescence polarization | inhibition, % at 5.59 µM | 320,000 compounds, 0.41% hits | AID 434962;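 active means percent inhibition above the average of all tested compounds plus 3 SD, set per screening campaign, cut at about 16% in these data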;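 further: IDE supplied by intact live HEK cells; FP after avidin binding of uncleaved biotin substrate so inhibition keeps polarization high; 0% = DMSO wells and 100% = 60 µM reference IDE inhibitor Ii1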
IMP-1 inh: blocks Pseudomonas aeruginosa IMP-1 metallo-beta-lactamase; purified IMP-1, nitrocefin hydrolysis, epi-absorbance fluorescence; inhibition, % at 5.6 µM; 290,000 compounds, 0.45% hits; AID 1556;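 active means inhibition above the mean plus 3 SD of all compounds in the same screening run, cut at about 4.5% in these data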;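 further: 0% = IMP-1 with DMSO and 100% = DMSO wells lacking enzyme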
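System: purified recombinant IMP-1 beta-lactamase. Medium: Zinc- and detergent-supplemented HEPES buffer, pH 7.1. Compound: one 5.6 µM dose […]. Schedule: 15 min preincubation plus 25 min reaction at 25 °C. Technique: Epi-absorbance fluorescence, 480 nm excitation, 530 nm emission.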
IDE act: IDE (human) activation, cell-based; 340,000 compounds, 0.073% hits; P14735; HEK cells, FAbeta-B cleavage, fluorescence polarization; 0% vehicle, 100% cell-free pure enzyme wells; activation, % at 5.96 µM;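 active means activation above the mean of all tested compounds plus 3 SD, set per screening campaign, cut at about 17% in these data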
M18AAP inhibitor: PfM18AAP enzyme inhibition; 290,000 compounds, 1.2% hits; inhibition, % at 7.35 µM; AID 1822; recombinant PfM18AAP, H-Glu-NHMec fluorogenic cleavage;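 active means inhibition above the campaign mean inhibition over all tested compounds plus 3 SD, cut at about 28% in these data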;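 further: 0% = plate median of test compound wells and 100% = 2 mM ZnCl2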
GPR7 antag: antagonists of human GPR7 (neuropeptides B/W receptor 1). AID 1861. 290,000 compounds, 1.1% hits. inhibition, % at 4.4 µM. GPR7-expressing cells, fluorescence antagonist assay. P48145; in the data active means inhibition above about 16%, passing the limit was not always enough;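 further: cells stimulated with the agonist NPW; 0% = agonist with vehicle and 100% = vehicle without agonist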
Target sequence (P48145 whole entry, looked up): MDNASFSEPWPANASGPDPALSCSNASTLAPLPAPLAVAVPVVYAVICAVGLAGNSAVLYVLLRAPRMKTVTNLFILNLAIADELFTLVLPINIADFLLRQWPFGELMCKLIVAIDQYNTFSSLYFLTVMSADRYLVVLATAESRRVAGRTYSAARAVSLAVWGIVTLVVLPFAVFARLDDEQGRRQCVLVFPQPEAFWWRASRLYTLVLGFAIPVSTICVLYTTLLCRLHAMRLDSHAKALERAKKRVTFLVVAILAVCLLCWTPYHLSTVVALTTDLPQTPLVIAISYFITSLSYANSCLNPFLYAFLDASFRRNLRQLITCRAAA
VIM-2 inhibitor: blocks Pseudomonas aeruginosa VIM-2 metallo-beta-lactamase | purified VIM-2, nitrocefin hydrolysis, epi-absorbance fluorescence | inhibition, % at 5.6 µM | 290,000 compounds, 0.89% hits | AID 1527;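 active means inhibition above the mean of all tested compounds plus 3 SD, cutoff set per screening run, cut at about 7.5% in these data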;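 further: red hydrolysis product quenches plate fluorescence so inhibitors raise well fluorescence; 0% = enzyme with DMSO and 100% = DMSO without enzyme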
PHOSPHO1 block: inhibitors of human PHOSPHO1 phosphatase; inhibition, % at 13.3 µM; recombinant PHOSPHO1, absorbance phosphatase assay; Q8TCT1; 290,000 compounds, 1.1% hits; AID 1565; in the data active means inhibition above about 60%
Target sequence (Q8TCT1 whole entry, looked up): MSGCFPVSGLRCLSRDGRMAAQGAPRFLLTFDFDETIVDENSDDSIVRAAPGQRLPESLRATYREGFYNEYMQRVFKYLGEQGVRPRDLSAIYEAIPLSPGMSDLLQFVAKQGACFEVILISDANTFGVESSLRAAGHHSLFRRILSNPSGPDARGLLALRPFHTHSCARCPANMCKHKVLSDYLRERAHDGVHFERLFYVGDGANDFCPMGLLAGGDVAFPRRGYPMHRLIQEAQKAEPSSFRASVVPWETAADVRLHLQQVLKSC
NALP1 inh: NALP1 inhibition; inhibition, % at 10 µM; S. cerevisiae NALP1/ASC/caspase-1 growth, X-gal OD620, 72 h; 280,000 compounds, 0.61% hits; in the data active means inhibition mostly above about 24%, no sharp cut-off; inactive means mostly below about 32%; further: some compounds called inactive have numbers as strong as hits
pCIP destab: p/CIP protein destabilization; 290,000 compounds, 0.01% hits; F442A p/CIP-EGFP cells, EGFP fluorescence, 16 h; AID 1984; decrease of EGFP signal, % at 10 µM;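 active means EGFP signal decrease of at least 30% at 10 µM or well 3 SD below plate mean, unless failing retest; inactive means the rest, including hits failing retest or dose response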; further: some compounds called inactive have numbers as strong as hits; many of its hits are not listed in these tables
An asterisk follows results filed as active; x = not tested or not shown.

mol	NALP1 inh	IDE act	PHOSPHO1 block	VIM-2 inhibitor	M18AAP inhibitor	pCIP destab	GPR7 antag	IDE inh	IMP-1 inh
COc1cc(OC)cc(C(=O)N/N=C(\C)CC(=O)Nc2ccccn2)c1	-26.5	0.1	30.4	-4.2	-4.0	-17.8	8.5	3.9	-2.1
CC(=O)C1=C(O)C(=O)N(c2ccc(C(=O)O)cc2)C1c1ccccc1 (configuration not stated)	4.1	-1.5	8.6	0.3	9.7	0.3	-9.0	3.1	-2.1
Cn1nnc(NC(=S)NC(=O)c2ccco2)n1	36.5	-0.2	4.1	0.5	-1.8	-0.8	9.2	-2.2	2.4
CC12CC3CC(C)(C1)CC(C(=O)N1CCN(C(=O)c4ccco4)CC1)(C3)C2	14.1	0.9	57.6	-1.8	5.6	-6.7	-3.7	-1.9	-3.8
Cc1ccc2nc(-c3ccc4c(c3)OCCO4)cn2c1	-1.0	-2.8	7.4	-1.5	11.6	-3.5	11.0	5.3	-2.9
Cc1ccc(S(=O)(=O)NCC(=O)NCC2CCCCC2)cc1C	7.2	3.8	18.4	-2.9	5.9	-5.3	-6.1	0.5	-1.7
Cc1cccc(C)c1NS(=O)(=O)c1ccc(NC(=O)c2ccc(Cl)c([N+](=O)[O-])c2)cc1	18.3	2.9	-29.5	-0.8	-9.5	3.9	-2.1	3.8	-2.6
NC(=O)C1CCCN(Cc2ccc(Cl)cc2)C1 (configuration not stated)	14.4	-3.8	-11.7	-2.1	2.9	-2.4	-9.5	2.2	-0.4
Cc1ccnc(NC(=O)c2sc3ccccc3c2Cl)c1	33.3	2.7	-16.3	-2.9	-3.1	-5.6	3.2	1.4	-2.0
CN(C)S(=O)(=O)c1ccc(C(=O)Nc2ccccc2[N+](=O)[O-])cc1	29.1	3.1	0.3	-0.5	-2.6	4.2	-10.3	2.5	-2.8
Cc1ccccc1N1CCN(C2CCCN(C(=O)c3cc(C(C)C)[nH]n3)C2)CC1 (configuration not stated)	2.3	-1.3	21.2	-2.2	3.3	-9.6	-7.5	0.5	-2.9
CC(=O)c1ccc(NC(=O)C2CCC(C)NC2=O)cc1 (configuration not stated)	-18.7	4.1	-16.3	-1.4	7.7	1.0	-7.0	4.1	1.0

Additional results:
mol	NALP1 inh	IDE act	PHOSPHO1 block	VIM-2 inhibitor	M18AAP inhibitor	pCIP destab	GPR7 antag	IDE inh	IMP-1 inh
CCc1ccc(NC(=O)COC(=O)C2(c3ccc(Cl)cc3)CCCC2)cc1	8.2	-4.2	-6.0	-0.5	8.0	0.1	-4.8	-6.2	-2.1
Cc1cccc(C)c1N/C=C/c1onc(C)c1[N+](=O)[O-]	27.4	4.1	-2.6	-1.6	-1.1	4.3	-14.4	7.4	-3.9
CC(C)(C)C(=O)N1CCN(c2ccc(NC(=O)c3ccco3)cc2)CC1	-1.5	-0.5	37.0	-0.8	-6.1	7.5	1.9	0.0	-1.9
Cc1ccccc1-n1c(Cn2c(=O)sc3ccccc32)nnc1SCC(=O)N1CCOCC1	-1.5	8.2	8.6	2.2	-3.6	-11.3	-13.6	-3.1	-2.5
N#C/C(=C(/O)CN1CCN(c2ccccc2F)CC1)c1nc(-c2ccccc2)cs1	-1.8	-2.4	34.3	-3.3	0.2	-4.0	-20.6	1.7	-1.7
CC(C)c1ccc2[nH]c3c(c2c1)CCCC3=O	-18.9	4.6	23.8	1.4	9.2	-13.3	-7.3	-5.6	-1.1
CC(=O)c1ccc(N2CCN(C(=O)CCCn3c(=O)[nH]c4ccc(Br)cc4c3=O)CC2)cc1	17.4	-12.0	28.5	-1.9	1.1	-7.9	-2.5	4.2	-3.8
Cc1cccc(N2C(=O)CC(N3CCN(c4ccc(Cl)cc4)CC3)C2=O)c1 (configuration not stated)	8.3	-0.7	46.0	-2.1	-2.2	-9.5	-12.9	5.2	-3.6
O=C(Nc1ccc2c(c1)OCCO2)c1cccc(C(=O)Nc2ccc3c(c2)OCCO3)c1	10.3	-5.9	28.4	-5.5	-0.4	-4.7	-10.6	1.5	-4.1
O=C1C2(CCCC13COC(c1ccc(O)cc1)OC3)COC(c1ccc(O)cc1)OC2 (configuration not stated)	12.9	x	8.3	-3.0	1.2	-1.8	4.0	-2.6	-1.0
O=C(Nc1ccc(NC(=O)c2ccccn2)cc1)C(=O)Nc1ccc2c(c1)OCCO2	5.4	-0.4	4.0	-2.5	1.3	0.0	-12.4	-5.1	-0.6
COc1cc(C(=O)N2CCNCC2)cc(OC)c1OC	6.8	4.5	13.5	2.4	-21.5	1.7	-0.6	-0.2	-0.5

Continuation.
mol	NALP1 inh	IDE act	PHOSPHO1 block	VIM-2 inhibitor	M18AAP inhibitor	pCIP destab	GPR7 antag	IDE inh	IMP-1 inh
COc1ccc(/C=C/C(=O)OC(C)CN2CCOCC2)cc1 (configuration not stated)	9.9	5.0	-2.9	-2.6	11.1	-13.8	-8.7	3.0	-3.6
O=C(CN(C(=O)C1CSC(=O)C1)c1ccccc1F)NCc1ccc2c(c1)OCO2 (configuration not stated)	-0.3	-0.3	10.7	-4.0	-7.3	10.0	-10.1	-0.6	-4.5
O=C(Cn1cnc2ccccc2c1=O)NCC(=O)N1CCN(c2ccccn2)CC1	-1.0	6.4	19.9	-0.6	-0.8	2.0	-11.4	-0.3	-1.7
Cc1ccc(NC2CCCN(C(=O)C3CCCC3)C2)cc1C (configuration not stated)	11.8	2.8	-22.6	0.1	11.2	0.5	-15.0	-0.9	0.5
COc1ccc(CNC(=O)c2cc(=O)c3cc(C)cc(C)c3o2)cc1	22.8	1.7	x	-0.4	-1.5	-15.1	-11.2	2.3	-2.8
CC(C)[C@H](Nc1ccc(S(=O)(=O)N2CCOCC2)cc1[N+](=O)[O-])C(=O)OCC(N)=O	25.9	3.6	8.7	-4.5	0.1	-2.7	-14.8	2.8	-3.8
COc1ccsc1C(=O)NCCN1CCOCC1	10.5	-0.1	52.8	-1.5	-1.5	2.5	-6.7	2.4	-3.9
CCCCN(CC)S(=O)(=O)c1ccc2c(c1)CCCN2C(C)=O	19.9	2.9	-13.6	0.0	-16.3	2.7	-1.8	-1.3	-1.3
COc1ccc(/C=C/c2ccccc2)cc1[C@H]1[C@@H]2C=CCC[C@@]2(C)C(=O)N1Cc1ccccc1	20.7	10.1	30.9	x	x	-13.5	x	-1.1	x
O=C(COc1ccc(S(=O)(=O)NC2CCCCC2)cc1Cl)N1CCN(c2ccccc2)CC1	-3.0	2.3	12.8	1.1	-2.1	2.1	4.0	4.1	-3.0
Cc1ccc(/C(N)=N/OC(=O)Cc2cccs2)cc1	7.5	-3.2	10.1	-1.5	5.0	-6.1	12.8	-0.1	-1.6
CCCC(O)(c1ccc(OC)cc1)C(CN1CCOCC1)c1ccc(Cl)cc1 (configuration not stated)	13.6	-1.9	50.4	-2.5	5.4	-21.2	22.8	-1.8	-1.9

Other results:
mol	NALP1 inh	IDE act	PHOSPHO1 block	VIM-2 inhibitor	M18AAP inhibitor	pCIP destab	GPR7 antag	IDE inh	IMP-1 inh
CCOc1ccccc1N1CCN(C(=O)NC2CCCCC2)CC1	-4.0	3.0	11.1	-3.1	-3.1	-9.6	-15.6	6.5	-5.2
O=C(CCCC1=NS(=O)(=O)c2ccccc2N1)N1CCN(c2ccccc2)CC1	3.3	-1.2	23.8	-1.1	5.2	-8.8	-17.1	3.1	-0.9
COCCCn1c(=O)c2sccc2n2c(CCCC(=O)NCc3ccccc3OC)nnc12	6.4	6.5	22.2	-0.1	-1.8	-3.6	-6.7	5.7	-1.5
CC(C)C[C@@H]1NC(=O)[C@H](CO)NC(=O)c2cc([N+](=O)[O-])cc(I)c2OCC[C@@H](C(N)=O)NC1=O	28.9	-1.3	-20.9	2.2	-0.1	-8.4	-13.2	2.2	-1.3
O=c1oc2ccccc2c2oc3cc(O)c(O)cc3c12	-0.2	-2.9	3.7	5.0	68.4*	6.6	13.7	-4.2	-3.5
CCS(=O)(=O)NCCc1cc2cc(C)c(C)cc2[nH]c1=O	1.0	1.4	54.2	-1.7	-4.8	-8.4	22.1	x	-0.1
C/C(=N\NC(=O)c1c(Cl)c(C)nn1C)c1cccc(NC(=O)c2cccc(F)c2)c1	8.0	1.6	23.8	0.2	2.5	-31.2	3.9	-1.8	-3.2
CC1=C([N+](=O)[O-])C(c2ccccc2Cl)NC(=O)N1C (configuration not stated)	2.9	4.5	60.0*	-1.4	3.3	4.3	-3.4	-5.3	-2.7
O=c1[nH]c(C2CCN(S(=O)(=O)c3ccc(C(F)(F)F)cc3)CC2)nc2c1nnn2Cc1cccc(F)c1	0.2	-8.4	14.3	-1.3	3.2	-4.1	-19.0	2.2	-3.4
COc1ccc(-c2csc(NC(=S)NC(=O)/C=C/c3ccco3)n2)cc1OC	40.7	-2.8	-10.5	-3.4	4.0	-16.1	-1.2	2.3	-3.7
Cc1cc2cc(CN(Cc3ccco3)C(=O)NCc3ccccc3)c(=O)[nH]c2cc1C	15.6	8.0	22.0	0.5	23.1	-6.5	-5.3	-1.6	-4.4
COCCNC(=O)Nc1ccc2nc(-c3cccs3)c(-c3cccs3)nc2c1	-16.2	-2.6	23.7	-2.1	-1.9	4.4	4.3	11.9	0.8

The list goes on:
mol	NALP1 inh	IDE act	PHOSPHO1 block	VIM-2 inhibitor	M18AAP inhibitor	pCIP destab	GPR7 antag	IDE inh	IMP-1 inh
Cc1ccc(-c2nn3c(C)nnc3c3ccccc23)cc1S(=O)(=O)NCCO	3.5	-3.7	35.3	29.8*	-3.0	1.3	2.0	3.1	-3.7
CCc1n[nH]c(=S)n1/N=C/c1cc(Br)c(O)c(OC)c1	-5.2	-0.1	50.3	3.7	23.2	8.1	-7.7	10.6	-4.3
O=C(NC1=NCCCCC1)c1cccc2ccccc12	5.7	6.6	-5.9	-1.0	-9.2	-13.8	-12.5	6.2	-0.9
Cc1nn(C)c(C)c1CCC(=O)O	1.7	0.6	-3.4	-2.6	-12.3	-16.1	-4.3	-0.2	-3.2
COc1ccccc1C(=O)NC(=O)COC(=O)CCOc1cc(C)ccc1C	-4.3	0.5	x	0.2	4.4	-8.1	5.7	1.1	-1.5
Cc1onc(-c2ccccc2)c1C(O)c1ccc(F)cc1 (configuration not stated)	-2.9	5.7	37.1	-2.0	4.8	-3.4	-1.7	2.1	-4.1
COc1ccc(-c2cc(C(=O)Nc3cc(C)on3)no2)cc1OC	6.5	-0.9	-7.3	-1.8	5.5	-1.3	0.2	2.9	-0.4
C/C(Cn1nnc([N+](=O)[O-])n1)=N\NC(=O)c1ccc(O)cc1	x	-0.5	27.4	-4.0	0.7	-5.3	-2.9	2.6	-0.9
O=C(NCCc1cnc[nH]1)c1cccs1	11.0	7.4	x	-0.9	3.8	0.8	-8.5	1.5	-2.6
Cc1cc2c(NC(=O)CC(C)(C)CC(=O)O)cccc2nn1	x	7.5	38.3	-1.3	-2.1	-4.3	-19.5	-1.4	-1.3
Cc1cc([N+](=O)[O-])ccc1NC(=O)CSc1nncn1-c1ccccn1	11.6	3.8	16.0	-2.2	-1.8	0.4	-4.0	1.7	-1.9
COc1ccc(C2/C(=C(/O)c3ccccc3)C(=O)C(=O)N2C)cc1OC (configuration not stated)	-4.4	-0.6	13.0	0.0	-2.6	4.5	-6.7	10.6	-0.7
O=C(O)Cc1ccc(NS(=O)(=O)c2ccccc2Br)cc1	5.6	-8.0	17.2	-2.9	-1.4	-17.9	-11.9	2.1	-3.4
CCCCn1c(NCCN(C)C)nc2c1c(=O)[nH]c(=O)n2C	-23.0	0.3	13.7	0.7	-0.5	-1.4	4.3	4.4	-2.3
Nc1nc(N)nc(-c2ccc(Oc3ccccc3)cc2)n1	18.1	4.4	11.3	-2.8	-1.8	-3.1	-4.6	-0.6	-4.6

Bioassay records: PubChem, several laboratories
